# TRPC4 act = TRPC4 (mouse) channel activation; hit rate 0.49% among 310,000; AID 2237; B-score at 10 µM; HEK293 TRPC4beta/mu-opioid, Fluo4 calcium fluorescence; stronger effect = higher value; Q9QUQ5;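 active = B-score above 5 SD of library B-scores, and initial fluorescence ratio not above library mean plus 5 SD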;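 note: positive B-score marks a calcium rise read as TRPC4 activation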
#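 system = HEK293 cells stably co-expressing mouse TRPC4beta and mu-opioid receptor | schedule = Fluo4 dye loading 45 min at room temperature, 110 s recording | measure = B-scored integrated calcium fluorescence ratio | signal = Fluo4 calcium-sensitive dye fluorescence, kinetic, 1 Hz baseline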
# ANO1 block = blocks the mouse calcium-activated chloride channel TMEM16A. Q8BHY3. HEK293 TMEM16A/YFP iodide influx fluorescence, ionomycin. normalized B-score (activity score, 25-100; higher = stronger inhibition) at 10 µM. hit rate 1.2% among 310,000;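 active = ratio plate-corrected score three or more library SD toward inhibition, starting fluorescence score within five deviations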;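 note: score derived from kinetic fluorescence span divided by baseline fluorescence per well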
# TRPC6 inhibitor = inhibitors of mouse TRPC6 channel | HEK293-TRPC6, membrane potential dye, ACh-evoked depolarization; stronger effect = lower value | B-score at 10 µM | hit rate 1.1% among 310,000 | AID 2553;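 active = B-score under library mean minus 3 SD, initial fluorescence not abnormally high, positive integrated signal ratio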;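 note: B-score derived from integrated fluorescence ratio over the kinetic read; more negative B-score means stronger inhibition of depolarization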
# RGS4 inh = human RGS4 inhibition. hit rate 0.45% among 310,000. B-score at 10 µM. HEK293 M3R/RGS4 inducible, Fluo-4 calcium flux; stronger effect = higher value; triggered by carbachol at its EC20;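 active = B-score, a plate-corrected calcium signal, over three deviations above library mean, with baseline fluorescence within five deviations of library mean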;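 note: RGS4 expression induced by doxycycline in cells with stable M3 receptor; B-score is computed from the integrated fluorescence ratio over baseline after carbachol; higher B-score means a larger calcium signal and so more RGS4 inhibition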
# Target sequence (P49798 whole entry, looked up): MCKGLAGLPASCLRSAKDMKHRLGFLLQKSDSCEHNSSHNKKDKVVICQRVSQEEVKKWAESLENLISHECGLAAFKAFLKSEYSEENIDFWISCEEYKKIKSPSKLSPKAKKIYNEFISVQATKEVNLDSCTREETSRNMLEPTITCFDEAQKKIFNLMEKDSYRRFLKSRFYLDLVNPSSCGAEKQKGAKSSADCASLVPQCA
# MrgX1 PAM = human MrgX1 positive allosteric modulation, primary screen; Q96LB2; MrgX1-HEK293, Fluo-4 calcium flux, FDSS; stronger effect = higher value; B-score at 10 µM; hit rate 0.63% among 310,000; AID 588675;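 active = plate-corrected calcium response at least 3 library SD above typical, normal starting fluorescence, not activating the receptor alone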;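 note: compound read alongside a low EC10 to EC30 dose of BAM8-22 agonist; peak minus trough fluorescence over baseline measured at the second addition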
# Target sequence (Q96LB2 whole entry, looked up): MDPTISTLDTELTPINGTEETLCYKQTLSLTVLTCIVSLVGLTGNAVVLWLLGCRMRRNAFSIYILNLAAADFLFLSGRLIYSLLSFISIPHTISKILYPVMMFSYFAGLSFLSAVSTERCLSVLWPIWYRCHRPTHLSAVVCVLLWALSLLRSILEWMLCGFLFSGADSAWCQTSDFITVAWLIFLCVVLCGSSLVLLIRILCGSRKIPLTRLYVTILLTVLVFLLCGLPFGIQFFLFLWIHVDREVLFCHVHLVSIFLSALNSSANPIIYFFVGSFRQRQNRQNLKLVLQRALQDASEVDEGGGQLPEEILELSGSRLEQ
# ANO1 activ = activates or potentiates the mouse TMEM16A chloride channel | Q8BHY3 | HEK293 TMEM16A/YFP-H148Q/I152L, iodide quench fluorescence; stronger effect = lower value | B-score at 10 µM | hit rate 0.3% among 340,000 | AID 623877;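 active = fluorescence-ratio B-score plate-corrected deviation score at least 3 library SD below zero, with starting fluorescence score within 5 deviations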;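 note: channel opened by trigger with iodide after compound preincubation; score built on the fluorescence ratio of max minus min over baseline; more negative score means more quench and so TMEM16A activation or potentiation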
# TRPC4 PAM = allosteric potentiators of mouse TRPC4 channel; HEK293 TRPC4beta/mu-opioid, DAMGO EC20, Fluo-4 Ca2+ flux; stronger effect = higher value; B-score at 10 µM; hit rate 0.42% among 310,000; AID 2227;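 active = B-score of calcium response area above 5 SD of library B-scores, with initial fluorescence ratio within 5 SD of library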;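 note: B-score of integrated fluorescence ratio over time as area under calcium response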
# MrgX1 antag = human MrgX1 receptor antagonism, primary screen; B-score at 10 µM; MRGX1-HEK293 calcium flux, Fluo-4, BAM8-22 antagonism; stronger effect = lower value; Q96LB2; AID 588676; hit rate 1.3% among 310,000;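 active = calcium-response B-score plate-corrected more than 3 library SD below zero, starting fluorescence within 5 deviations, no agonist response on first addition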;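 note: peak minus trough fluorescence over baseline after final BAM8-22 challenge near maximal dose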
# MrgX1 agonist = human MrgX1 receptor agonism, primary screen; Q96LB2; MrgX1-HEK293 cells, Fluo-4 calcium fluorescence, agonist mode; stronger effect = higher value; B-score at 10 µM; hit rate 0.44% among 310,000;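 active = calcium response B-score plate-corrected fluorescence ratio at least 3 library SD, with starting fluorescence B-score inside 5 SD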
#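 Material: HEK293 cells stably expressing human MrgX1 receptor | Quantity: 15,000 cells per well | Times: Cells plated overnight, dye loaded 0.5 h 37 °C, 0.5 h room temperature | Measured by: Kinetic Fluo-4 NW fluorescence of intracellular calcium | Control set: Positive and negative controls per plate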
# TRPC6 act = activates the mouse TRPC6 cation channel; Q61143; HEK293-TRPC6 membrane potential dye fluorescence; stronger effect = higher value; B-score at 10 µM; hit rate 0.13% among 310,000;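 active = B-score of the integrated fluorescence ratio above library mean plus 3 SD, and starting fluorescence ratio within library mean plus 5 SD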;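 note: higher score means more depolarization so channel activation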
# TRPC4 block = TRPC4 (mouse) channel inhibition; Q9QUQ5; HEK293 TRPC4beta/mu-opioid, DAMGO-evoked Fluo4 calcium flux; stronger effect = lower value; B-score at 10 µM; hit rate 0.39% among 300,000;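 active = B-score over 3 SD under the library average, no early fluorescence shift, positive overall ratio signal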
#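 Material: HEK293 cells with stable TRPC4beta plus mu-opioid receptor expression; probe or stimulus: DAMGO in two steps, submaximal then maximal; technique: Fluo4 calcium fluorescence by kinetic imaging, 5 s 1 Hz baseline; measure: integrated fluorescence ratio relative to baseline, converted to per-well B score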
# Active calls of the source: *; i = inactive; . = not tested or not shown.
SMILES,TRPC4 act,ANO1 block,TRPC6 inhibitor,RGS4 inh,MrgX1 PAM,ANO1 activ,TRPC4 PAM,MrgX1 antag,MrgX1 agonist,TRPC6 act,TRPC4 block
O=C(NCc1cccnc1)C(=O)NCC1OCCN1S(=O)(=O)c1cc(F)ccc1F (configuration not stated),i,i,i,i,16.5*,i,i,i,i,i,i
Cc1oc(-c2ccc(Cl)cc2)nc1CS(=O)CC(=O)NCCCN1CCN(Cc2ccccc2)CC1 (configuration not stated),i,i,i,i,i,i,i,i,i,i,i
CCC(=O)N1CCc2cc(Br)cc(S(=O)(=O)N3CCC(C(=O)NCCCOC(C)C)CC3)c21,i,i,i,i,i,i,i,i,i,i,i
COCCNCCCOc1ccc(C)cc1Br,i,i,i,i,i,i,i,i,i,i,i
COC(=O)c1ccccc1NC(=O)CSCC(=O)Nc1ccc(F)cc1,i,i,i,i,i,i,i,i,i,i,i
CN(C)c1ccc(S(=O)(=O)NCC(=O)NCc2ccccc2)cc1[N+](=O)[O-],i,i,i,i,i,i,i,i,i,i,i
Cc1ccc(NC(=O)Cn2c(=O)n(CCCC(=O)NCc3ccco3)c(=O)c3ccccc32)cc1,i,i,i,i,i,i,i,i,i,i,i
CCc1cccc(C)c1NC(=O)C1CCCO1 (configuration not stated),i,i,i,i,i,i,i,i,i,i,i
Cc1cccc(OCc2cc(-c3ccccc3)no2)c1C,i,i,i,i,i,i,i,i,i,i,i
CC1CCCN(c2c3c(nc4ccccc24)CCCC3)C1 (configuration not stated),i,i,i,i,i,i,i,i,i,i,i
COc1ccc2cc3cc(C(=O)NCc4ccc5c(c4)OCO5)oc3nc2c1,i,i,i,i,i,i,i,i,i,i,i
Cn1cccc1Cc1nnc(SCC(=O)NCc2ccc(F)cc2)n1-c1ccc(F)cc1,i,i,i,i,i,i,i,i,i,i,i
COC(=O)CCCNC(=O)CCc1nnc(-c2ccc(-c3ccccc3)cc2)o1,i,i,i,i,i,i,i,i,i,i,i
COc1ccc(-c2nnc(SCC(=O)NCc3cccs3)n2CC(C)C)cc1,i,i,i,i,i,i,i,i,i,i,i
Cc1noc(C)c1COc1ccccc1C(=O)NC1CCC(C)CC1 (configuration not stated),i,i,i,i,i,i,i,i,i,i,i
CCOc1ccc(NC(=O)C2=C(C)C(=O)OC23CCC(C)CC3)cc1 (configuration not stated),i,i,i,i,i,i,i,i,i,i,i
COCCn1c(SCc2cccnc2)nnc1-c1c[nH]c2ccccc12,i,i,i,i,i,i,i,i,i,i,i
COc1cc(=O)n2c(-c3ccccc3)csc2n1,i,i,i,i,i,i,i,i,i,i,-7*
COc1ccc(N2CCN(CC(=O)c3ccccc3)CC2)cc1,i,i,i,i,i,i,i,i,i,i,i
CC(C)c1ccc(S(=O)(=O)Nc2ccc(SC(F)F)cc2)cc1,i,i,i,i,i,i,i,i,i,i,i
Cc1ccc(S(=O)(=O)NC(=O)c2cccc(Br)c2)cc1,i,i,i,i,i,i,i,i,i,i,i
CC1CCCN(c2nc3c(c(=O)n(C)c(=O)n3C)n2CCSc2nc3ccccc3o2)C1 (configuration not stated),i,i,i,i,i,i,i,i,i,i,i
Cc1ccc(/C=C2/NC(=O)N(Cc3ccccc3)C2=O)s1,i,i,i,i,i,i,i,i,i,i,i
COCCN(Cc1ccccc1)C(=O)c1cc(-c2ccc(OC)c(OC)c2)nc2ccccc12,i,i,i,i,i,i,i,i,i,i,i
CCC(C)C(NS(=O)(=O)c1ccc(C)cc1)C(=O)Oc1ccc2c3c(c(=O)oc2c1)CCC3 (configuration not stated),i,i,i,i,i,i,i,i,i,i,i
Cc1ccc(C(=O)N(CC(=O)NC2CCCC2)c2ccccc2C)s1,i,i,i,i,i,i,i,i,i,i,i
CCOC(=O)C1CCCN(C(=O)c2cc3cc(F)ccc3[nH]2)C1 (configuration not stated),i,i,i,i,7.92*,.,i,i,i,i,i
CSc1n[nH]c(NC(C)=O)n1,i,i,i,i,i,i,i,i,i,i,i
Clc1ccc(C2=NN(c3ccccc3)C(c3ccco3)C2)cc1 (configuration not stated),i,i,i,i,i,i,i,i,i,i,i
Cc1c(CCO)c(=O)[nH]n1S(=O)(=O)c1ccc(F)cc1,i,i,i,i,i,i,i,i,i,i,i
C=CCC1NS(=O)(=O)OC2CCCC12 (configuration not stated),i,i,i,i,i,i,i,i,i,i,i
CC1(C)CC(=O)C(C=NCCc2ccccn2)=C(O)C1,50*,i,i,i,i,i,i,i,i,i,i
Cc1cccc(OCCCC(=O)Nc2nnc(C3CCCO3)s2)c1C (configuration not stated),i,i,i,i,i,i,i,i,i,i,i
Cc1cccc(C2=N/C(=C/c3cccs3)C(=O)O2)c1,i,i,i,i,i,i,i,i,i,i,i
CCCCC(=O)c1c(O)c2ccccc2oc1=O,i,i,i,i,i,i,i,i,i,i,i
CCOC(=O)C1CCN(C(=O)c2ccc(Cl)c(Cl)c2)CC1,.,i,.,.,i,i,.,i,i,.,.
CCCCC(=O)Nc1ccc(C2C(=O)c3ccccc3C2=O)cc1,i,i,i,i,i,i,i,i,i,i,i
COc1ccc(NC(=O)CN2C(=O)NC3(CCCC3)C2=O)cc1Cl,i,i,i,i,i,i,i,i,i,i,i
CCOc1ccccc1/C=N/n1c(C2CCCCC2)n[nH]c1=S,i,i,i,i,i,i,i,i,i,i,i
CCOC(=O)c1c(C)[nH]c(C(=O)OCc2ccc(C)cc2)c1C,i,i,i,i,i,i,i,i,i,i,i
CC1=C(C(=O)Nc2ccc(C)cc2C)C(c2ccc(C)o2)NC(=O)N1 (configuration not stated),i,i,i,i,i,i,i,i,i,i,i
CCNC(=O)NC(=O)C(C)OC(=O)c1cccnc1SC (configuration not stated),i,i,i,i,i,i,i,i,i,i,i
CC1CCCCN1C(=O)c1cc2ccccc2cc1O (configuration not stated),i,i,i,i,i,i,i,i,i,i,i
CC1CCc2nc(/C(C#N)=C/c3cccnc3)sc2C1 (configuration not stated),i,i,i,i,i,i,i,i,i,i,i
COc1ccc(CNC(=O)C(c2ccco2)N(C(=O)c2snc(C(N)=O)c2N)c2ccccc2OC)cc1 (configuration not stated),i,i,i,i,i,i,i,i,i,i,i
COc1ccc(NC(=O)CS(=O)(=O)c2cn(CC(=O)N3CCOCC3)c3ccccc23)cc1OC,i,i,i,i,i,i,i,i,i,i,i
COc1cc(/C=C2\CC/C(=C\c3cc(OC)c(OC)c(OC)c3)C2=O)cc(OC)c1OC,i,i,i,i,i,i,i,i,i,i,i
COc1ccc(CN(CCCN2CCOCC2)S(=O)(=O)N(C)C)cc1OC,i,i,i,i,i,i,i,i,i,i,i
CCOCCCNC(=O)C(c1ccc(OC)cc1)N(Cc1ccc2c(c1)OCO2)C(=O)c1ccccc1O (configuration not stated),i,i,i,i,i,i,i,i,i,i,i
C=CCN(CC=C)CCCOc1ccc(Br)cc1Cl,i,i,i,i,i,i,i,i,i,i,i
# Other records follow.
SMILES,TRPC4 act,ANO1 block,TRPC6 inhibitor,RGS4 inh,MrgX1 PAM,ANO1 activ,TRPC4 PAM,MrgX1 antag,MrgX1 agonist,TRPC6 act,TRPC4 block
Cc1nn(Cc2ccc(Cl)c(Cl)c2)c(C)c1NC(=O)c1cc(CC(C)C)on1,i,i,i,i,i,i,i,i,i,i,i
Cc1c(/C(O)=C2/C(=O)C(=O)N(CCN3CCOCC3)C2c2cccnc2)cnn1-c1ccccc1 (configuration not stated),i,i,i,i,i,i,i,i,i,i,i
c1ccc(CCCN2CCN(c3ccccc3)CC2)cc1,i,i,i,i,i,i,i,i,i,i,i
COc1ccc(Cl)cc1C(=O)O/N=C(\N)c1ccccn1,i,i,i,i,i,i,i,i,i,i,i
COc1ccc(CC(=O)NNS(=O)(=O)c2ccc([N+](=O)[O-])cc2)cc1OC,i,i,i,i,i,i,i,i,i,i,i
Cc1ccc(F)cc1CNC(=O)c1cc(COc2ccc3ncccc3c2)on1,i,i,i,i,i,i,i,i,i,i,i
CN1C(c2ccccc2)CC(=NO)CC1c1ccccc1 (configuration not stated),i,i,i,i,i,i,i,i,i,i,i
Cc1c(NC(=O)CCCCCN2C(=O)C3C4C=CC(C4)C3C2=O)c(=O)n(-c2ccccc2)n1C (configuration not stated),i,i,i,i,i,i,i,i,i,i,i
CCOC(=O)CCCCC(=O)c1[nH]c(=O)[nH]c1CN1CCOCC1,i,i,i,i,i,i,i,i,i,i,i
COc1ccccc1C(=O)Nc1cccc(Oc2c(F)c(F)c(F)c(F)c2F)c1,i,i,i,i,i,i,i,i,i,i,i
O=c1c2ccccc2nc(N/N=C/c2ccc(O)cc2)n1O,i,i,i,i,i,i,i,i,i,i,i
O=C(c1ccc(-n2cccc2)cc1)N1CCCCC1,i,i,i,i,i,i,i,i,i,i,i
Cc1noc(C)c1S(=O)(=O)N1CCC(C(=O)Nc2ccc(Br)cc2)CC1,i,i,i,i,i,i,i,i,i,i,i
COc1ccc(N(CCC(=O)O)S(=O)(=O)c2ccc(C)c(C)c2)cc1,i,i,i,i,i,i,i,i,i,i,i
COc1ccc(Cc2nnc(NC(=O)C3CCCO3)s2)cc1 (configuration not stated),i,i,i,i,i,i,i,i,i,i,i
Cc1c(C(=O)O)sc2[nH]c(=O)n(Cc3ccccc3)c(=O)c12,i,i,i,i,i,i,i,i,i,i,i
O=C(O)c1cccc(-n2c(/C=C/c3cccc([N+](=O)[O-])c3)nc3ccccc3c2=O)c1,i,i,i,i,i,i,i,i,i,i,i
O=S(=O)(NCCc1ccncc1)c1ccc(S(=O)(=O)N2CCCCCC2)cc1,i,i,i,i,i,.,i,i,i,i,i
COc1ccc(C(=O)CCC(=O)Nc2cccnc2)c(OC)c1,i,i,i,i,i,i,i,i,i,i,i

# Source: PubChem

# No enrichment for hits; 5.8% or so of the library scored in one or more.
